SENP7 inh: SENP7 protease inhibition | Q9BQF6 | recombinant SENP7, Z-RLRGG-aminoluciferin luminescence, 40 min | inhibition, % at 5 µM | actives 1.5% (n = 330,000);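 active = inhibition above about 50% at the single test dose, limit read from the data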;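 also: plate controls were DMSO with enzyme for no effect and no enzyme buffer wells for full effect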
Target sequence (Q9BQF6 706-1050 limits assumed): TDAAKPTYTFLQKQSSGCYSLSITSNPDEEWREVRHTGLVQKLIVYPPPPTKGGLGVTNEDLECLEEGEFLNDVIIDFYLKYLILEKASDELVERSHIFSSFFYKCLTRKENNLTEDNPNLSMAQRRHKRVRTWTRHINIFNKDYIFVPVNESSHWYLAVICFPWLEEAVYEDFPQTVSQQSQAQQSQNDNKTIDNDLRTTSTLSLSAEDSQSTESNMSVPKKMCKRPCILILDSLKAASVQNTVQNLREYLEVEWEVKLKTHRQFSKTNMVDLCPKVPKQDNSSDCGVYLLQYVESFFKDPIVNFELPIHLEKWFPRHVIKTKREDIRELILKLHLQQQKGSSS
SENP6 inh: SENP6 protease inhibition; Q9GZR1; Recombinant SENP6 catalytic domain, aminoluciferin luminescence; inhibition, % at 10 µM; actives 1.8% (n = 330,000);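 active = inhibition above about 50% at the single tested dose, limit read from the data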;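 also: plate controls were DMSO wells with enzyme for no effect and DMSO wells lacking enzyme for full effect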
ATG4B inhibitor: ATG4B (human) cysteine protease inhibition | AID 504462 | inhibition, % at 8.33 µM | actives 0.51% (n = 340,000) | ATG4B cleavage of LC3-PLA2, NBD-HPC fluorescence, 1 h; in the data active = inhibition above about 40%
Target sequence (Q9Y4P1 whole entry, looked up): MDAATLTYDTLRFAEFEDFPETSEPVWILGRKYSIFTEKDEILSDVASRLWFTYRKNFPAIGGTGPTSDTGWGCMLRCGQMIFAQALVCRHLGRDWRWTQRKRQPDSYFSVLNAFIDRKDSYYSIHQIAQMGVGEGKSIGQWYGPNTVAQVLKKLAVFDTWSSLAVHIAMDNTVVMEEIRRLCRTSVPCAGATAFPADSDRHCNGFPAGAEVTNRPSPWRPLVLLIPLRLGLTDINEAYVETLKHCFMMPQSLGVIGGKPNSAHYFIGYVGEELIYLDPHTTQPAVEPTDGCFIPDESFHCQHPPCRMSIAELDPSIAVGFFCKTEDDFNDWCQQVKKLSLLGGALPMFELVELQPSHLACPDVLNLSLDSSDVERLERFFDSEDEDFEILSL
SENP8 block: inhibitors of human SENP8 protease; Q96LD8; recombinant SENP8, Nedd8 substrate fluorescence; inhibition, % at 20 µM; actives 0.64% (n = 360,000); AID 602440; in the data active = inhibition mostly above about 40%, no sharp cut-off; inactive = mostly below about 27%
Target sequence (Q96LD8 whole entry, looked up): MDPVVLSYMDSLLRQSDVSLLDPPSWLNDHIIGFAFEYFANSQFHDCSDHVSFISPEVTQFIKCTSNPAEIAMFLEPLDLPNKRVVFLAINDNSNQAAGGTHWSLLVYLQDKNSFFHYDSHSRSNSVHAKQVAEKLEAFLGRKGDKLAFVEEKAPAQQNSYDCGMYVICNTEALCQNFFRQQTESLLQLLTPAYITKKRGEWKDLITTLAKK
NR3A LBD binder: modulators (binders) of human NR3A ligand-binding domain | NR3A LBD differential scanning fluorimetry, Tm shift; 0% = protein alone, 100% = glycine-bound protein | Tm shift relative to glycine control, % at 25 µM | actives 2.5% (n = 340,000);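 active = melting temperature shift of at least 10% of the positive control shift, at one fixed dose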
HKDC1 inhibitor: inhibitors of human hexokinase HKDC1. inhibition, % at 20 µM. AID 493160. Q2TB90. actives 0.16% (n = 340,000). recombinant HKDC1, G6PDH/diaphorase resazurin coupled fluorescence;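 active = inhibition above about 35% when tested at 20 µM, limit read from the data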;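 also: plate controls were DMSO wells with enzyme for no effect and DMSO wells lacking enzyme for full effect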
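Test system: recombinant HKDC1 (HK5) hexokinase enzyme, produced in-house / Doses: 20 µM test compound, 1% DMSO / Timing: 90 min, room temperature / Detection: G6PDH/diaphorase-coupled fluorescence, 1 mM NADP, 100 µM resazurin, 525/613 nm / Control set: DMSO wells with and without enzyme mix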
MPTP block: blocks calcium-induced mitochondrial swelling. actives 1.4% (n = 360,000). AID 602449. isolated mouse mitochondria, Ca2+ swelling absorbance, 30 min. inhibition, % at 10 µM;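 active = inhibition of 50% or more, scaled per plate between neutral and stimulator controls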;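 also: 0% = DMSO wells given calcium and 100% = 1 mM EGTA wells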
PfGluPho inh: PfG6PD (Plasmodium falciparum) enzyme inhibition | PfGluPho enzyme, NADPH resazurin-diaphorase fluorescence | inhibition, % at 20 µM | actives 0.78% (n = 350,000);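 active = inhibition reaching at least a set limit at 20 µM in the primary screen, cut at about 59% in these data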;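 also: 0% = DMSO wells with substrate and 100% = DMSO wells lacking glucose-6-phosphate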
Starred values were filed as active, the others as inactive; . = not tested or not shown; & = joins results of further samples. Outcome played no part in choosing rows; overall some 6.9% were active at least once.

SMILES | SENP7 inh | SENP6 inh | ATG4B inhibitor | SENP8 block | NR3A LBD binder | HKDC1 inhibitor | MPTP block | PfGluPho inh
N#Cc1ccc(C23CC4(C2)[C@H](CN(Cc2ccc(C(F)(F)F)cc2)[C@@H]4c2ccccc2)C3c2ccccc2)cc1 (stereo partly drawn) | 1 | 4 | -12 | 6 | -1 | 4 | 1.8 | 4
O=C(OCCN1CCCCC1)c1c[nH]c2ccccc12 | 0 | -10 | -9 | 12 | 0 | -9 | -0.5 | 0
COc1ccc(NC(=S)Nc2cccc(C(F)(F)F)c2)c(C)c1 | -2 | -4 | -7 | -3 | -2 | -6 | 78* | 0
CCOc1ccccc1NC(=O)C1CCC(CNc2c(N3CCOCC3)c(=O)c2=O)CC1 (stereo not drawn) | -3 | -3 | -3 | 16 | -1 | -6 | -1.2 | 4
CN(C)C(CNC(=O)Nc1cccc(Cl)c1)c1cccnc1 (stereo not drawn) | -7 | 2 | -10 | 14 | 0 | -3 | 3.0 | -2
C/C(=N\NC(=O)c1cc(-c2ccccn2)nc2ccccc12)c1cccc([N+](=O)[O-])c1 | 7 | 18 | -4 | 26 | -6 | -2 | -3.4 | -26
O=C(NC(=S)NCc1ccc(-c2nc3ccccc3s2)cc1)c1ccco1 | 3 | -18 | 10 | 7 | -6 | -2 | 1.1 | -6
Cc1ccccc1OC1C(=O)N(Cc2ccc3c(c2)OCO3)C1c1sccc1C (stereo not drawn) | 3 | -12 | 28 | 23 | 5 | 5 | 1.8 | 34
N#C/C(=C/C1=C(N2CCOCC2)C(=C/c2ccc(Cl)cc2Cl)/CC1)C(=O)Nc1ccccc1F | . | . | -6 | 20 | -1 | 0 | 4.5 | -11
CC(C)C1=C2CCCCC2NC(=O)N1 (stereo not drawn) | 17 | -19 | 5 | -34 | 0 | -1 | 0.4 | -2
CS(=O)(=O)N1CCN(C(=O)c2cc3ccccc3oc2=O)CC1 | -1 | 3 | 6 | -10 | 8 | -2 | -0.9 | 0
CCC(=O)Nc1cccc(C2=NOC3(C2)C[C@H](C(N)=O)N(C(=O)Cc2ccc([N+](=O)[O-])cc2)C3)c1 (stereo partly drawn) | 2 | 14 | -7 | 17 | 2 | -2 | 0.2 | 14
CCOC(=O)C[n+]1c(C)csc1C | -7 | -7 | -5 | 17 | -7 | -11 | -0.5 | 8
CCOC(=O)c1c(NC(=O)C(C)OC(=O)C2=COCCO2)sc2c1CCCC2 (stereo not drawn) | -5 | -8 | -41 | -15 | 2 | 3 | -0.1 | 13
O=C(NN1C(=O)CSC1=S)C(=O)NN1C(=O)CSC1=S | -2 | -12 | 1 | 2 | 0 | -37 | -1.4 | -46
COc1ccc(/C=C2\CN(Cc3ccccc3)C/C(=C\c3ccc(OC)c(O)c3)C2=O)cc1O | -1 | -19 | 24 | 23 | 3 | 10 | 0.1 | 13
Cc1ccc(NC(=O)/C=C\C(=O)O)c([N+](=O)[O-])c1 | -4 | -10 | 2 | 20 | 5 | -9 | 3.0 | 11
Cc1ncsc1C(=O)Nc1nc2c(s1)CCCC2 | 99* | 96* | 10 | -41 | 1 | -5 | -0.9 | -1
CCc1c(C)nc2ncnn2c1NCCc1ccc(Cl)cc1 | 6 | 0 | -8 | 7 | 1 | -3 | 90* | 24
COc1ccc(NS(=O)(=O)c2ccc(N3CCOCC3)c(NC(=O)C(C)C)c2)cc1 | 4 | 3 | -1 | -24 | 0 | -6 | 76* | 10

Compound profiles, from the list above. Order of screens: SENP7 inh | SENP6 inh | ATG4B inhibitor | SENP8 block | NR3A LBD binder | HKDC1 inhibitor | MPTP block | PfGluPho inh
COc1ccc(NC(=S)Nc2cccc(C(F)(F)F)c2)c(C)c1 is listed with -2 | -4 | -7 | -3 | -2 | -6 | 78* | 0
N#Cc1ccc(C23CC4(C2)[C@H](CN(Cc2ccc(C(F)(F)F)cc2)[C@@H]4c2ccccc2)C3c2ccccc2)cc1 (stereo partly drawn) is listed with 1 | 4 | -12 | 6 | -1 | 4 | 1.8 | 4

(cont.)
SMILES | SENP7 inh | SENP6 inh | ATG4B inhibitor | SENP8 block | NR3A LBD binder | HKDC1 inhibitor | MPTP block | PfGluPho inh
CC1=C(C(=O)NCc2ccccc2)C(c2ccc(C)o2)n2ncnc2N1 (stereo not drawn) | 2 | 10 | 3 | -14 | 0 | 0 | 6.9 | 0
Cc1cccc(C)c1NC(=O)CSc1nnc(-c2ccncc2)n1Cc1ccco1 | 16 | 0 | 1 | 10 | -1 | -6 | 0.0 | -9
Cc1ccc2c(c1)CCCN2C(=O)CCc1nc2ccccc2c(=O)[nH]1 | -8 | -15 | -13 | -3 | 1 | 6 | 0.6 | -2
C/C(=N\NC(=O)c1ccn(C)n1)c1ccc(NC(=O)C2CCCC2)cc1 | 2 | 1 | -7 | 10 | -2 | -7 | -0.5 | -14
CCn1c(SCC(=O)N2CCN(c3ccc(F)cc3)CC2)nc2ccccc2c1=O | 9 | -16 | 6 | 21 | 2 | -2 | 2.2 | -3
CC(C)(C)c1ccc(/C=N/NC(=O)c2ccccn2)cc1 | 79* | 33 | -7 | 18 | -1 | 0 | 0.0 | 10
C#CCOCCOCCOCCNc1nc(N2CCN(C(=O)[C@H](CCCCN)n3cc(CN)nn3)CC2)nc(N2CCN(C(=O)[C@H](CC(N)=O)n3cc(C(N)[C@H](C)CC)nn3)CC2)n1 (stereo partly drawn) | -4 | -15 | 5 | 18 | 2 | 5 | -0.3 | 7
CCOc1ccc(-n2c(SCC(=O)Nc3ccc4c(c3)OCCO4)nc3c(c2=O)SCC3)cc1 | -11 | 2 | 32 | -8 | -6 | 6 | 2.2 | -1
O=C(CSc1ccc(Cl)cc1)Nc1ccccc1N1CCN(C(=O)c2ccc(Cl)cc2)CC1 | 2 | -10 | -4 | 10 | 2 | -1 | -7.1 | 5
CCOC(=O)C1=C(C)Nc2ccccc2N=C1NC(=O)Cc1ccc(OC)cc1 | 0 | 1 | -5 | 6 | -1 | -1 | 0.0 | -10
Cc1cccc(OCCCN2CCOCC2)c1C | 12 | -2 | 6 | 18 | 1 | 0 | -0.1 | -26
CCn1c(CCCCc2n[nH]c(=S)n2CC)n[nH]c1=S | 0 | 14 | 6 | 17 | -1 | -8 | 0.2 | 9
O=C(Nc1ccccc1)O/N=C/c1ccc(F)cc1 | 59* | 68* | 2 | 15 | 7 | 0 | 1.3 | -4
CCn1nnc(NC(=O)c2ccc(C(C)(C)C)cc2)n1 | -12 | -20 | -12 | 20 | 2 | -1 | 0.7 | 12
COc1cccc(CN2CC(C(=O)NCCOc3cccnc3)CCC2=O)c1 (stereo not drawn) | -3 | 7 | -8 | -27 | -5 | -2 | 1.4 | 2
COc1ccccc1CN1CCNC(=O)C1CC(=O)N(C)CC1CCOCC1 (stereo not drawn) | 13 | -13 | -4 | -14 | 1 | 6 | -0.4 | -16
c1ccc2c(c1)ccc1ncccc12 | 6 | -11 | 7 | 8 | -1 | -2 | -1.4 | 11
COC(=O)c1cccc(NC(=O)CN(c2ccc3c(c2)OCO3)S(C)(=O)=O)c1C | -9 | -22 | 2 | 34 | 0 | 1 | -3.7 | -4
CC(C)NC(=S)N/N=C/c1cccnc1 | 14 | -2 | -7 | 11 | -3 | -6 | 1.7 | 13
Cc1ccc2nc(SCc3ccc([N+](=O)[O-])cc3)[nH]c2c1 | 2 | -4 | -3 | 23 | -8 | 12 | 2.4 | 21

Entries shown so far with a CF3 group, in the order listed:
SMILES | SENP7 inh | SENP6 inh | ATG4B inhibitor | SENP8 block | NR3A LBD binder | HKDC1 inhibitor | MPTP block | PfGluPho inh
N#Cc1ccc(C23CC4(C2)[C@H](CN(Cc2ccc(C(F)(F)F)cc2)[C@@H]4c2ccccc2)C3c2ccccc2)cc1 (stereo partly drawn) | 1 | 4 | -12 | 6 | -1 | 4 | 1.8 | 4
COc1ccc(NC(=S)Nc2cccc(C(F)(F)F)c2)c(C)c1 | -2 | -4 | -7 | -3 | -2 | -6 | 78* | 0

Further entries follow:
SMILES | SENP7 inh | SENP6 inh | ATG4B inhibitor | SENP8 block | NR3A LBD binder | HKDC1 inhibitor | MPTP block | PfGluPho inh
COc1cc(CNCCN2CCOCC2)ccc1OCc1cccc(Cl)c1 | 4 | -30 | 12 | 11 | 1 | -4 | 5.0 | -8
O=C(c1ccc2c(=O)n(Cc3ccco3)c(=S)[nH]c2c1)N1CCN(c2ccccc2)CC1 | 9 | -11 | -16 | 28 | 2 | 4 | 2.4 | 6
Cc1nnc(N/N=C/c2cccs2)[nH]c1=O | -2 | -15 | -7 | 27 | -1 | -9 | 1.6 | 3
Cc1ccc(C)c(N2CCN(C(=O)c3ccc4c(=O)n5c(nc4c3)CCCCC5)CC2)c1 | -1 | -13 | 13 | 9 | -3 | 3 | -1.6 | 4
CSc1ccc(C(=O)NC2CCSc3ccccc32)cc1 (stereo not drawn) | -9 | -7 | 4 | 10 | 0 | -6 | -0.6 | 2
O=[N+]([O-])c1cccc(S(=O)(=O)N2CCCCC2)c1 | -3 | 2 | 9 | 5 | 0 | -5 | -0.8 | -7
COc1cc(F)c(C2=CC(=O)C[C@H](c3ccc4c(c3)OCO4)C2)cc1F | 4 | 5 | 3 | 17 | -2 | -2 | -1.5 | 11
Cc1cc(/C=c2\sc3nc4ccccc4n3c2=O)c(C)n1-c1ccc(C(=O)O)cc1 | . | . | 8 | -71 | -401 | 6 | 5.4 | 47
COc1ccc(NC(=O)CN2CCN(S(=O)(=O)N3CCCCCC3)CC2)cc1 | 3 | -26 | 1 | 9 | 0 | 0 | -1.1 | 0
CCCc1cc(C(=O)NCc2ccccc2)no1 | 9 | 11 | -2 | 7 | 1 | -1 | -0.3 | 1
CCc1csc(CNC(=O)C2CCC(=O)N(Cc3cccc(F)c3)C2)n1 (stereo not drawn) | -2 | -1 | -4 | 0 | 13* | -2 | -0.7 | 2
Cn1c(N)c(C(=O)Nc2ccccc2)c(=O)[nH]c1=O | -7 | -13 | -9 | . | 1 | -5 | . | -1
COC(=O)c1ccccc1Nc1ccnc(Cl)n1 | -8 | -3 | 14 | -321 | 6 | -5 | 2.5 | -6
Cc1ccc(C(=O)N2CCN(C(=O)CN3CCCC3)C2)cc1 | -13 | 3 | -2 | 11 | 0 | -7 | 0.6 | -1
C=CCn1c(SCc2nc3sc(C(=O)O)c(C)c3c(=O)[nH]2)nnc1-c1ccc(C(C)(C)C)cc1 | -1 | -15 | 8 | 11 | -3 | 7 | 0.7 | -13
COc1cccc(NC(=O)CN(C)S(=O)(=O)/C=C/c2ccccc2)c1 | 0 | 6 | -3 | 4 | 0 | -3 | 0.1 | 5
CC(OC(=O)c1cc(-c2cccnc2)nc2ccccc12)C(=O)Nc1ccc2ccccc2c1 (stereo not drawn) | 2 | 11 | -28 | 9 | -3 | -9 | -10 | -3
CCN(CC)CCCNC(=O)Cn1cnc2ccc(S(=O)(=O)N3CCC(C)CC3)cc2c1=O | 1 | 11 | -3 | 11 | -2 | -7 | -0.1 | -3
COc1ccc2c(c1)-c1c(sn(-c3ccc(OC)c(OC)c3)c1=S)C(C)(C)N2 | 9 | -1 | -10 | 28 | -10 | 5 | -5.0 | 26
Oc1c(Br)cc(Br)cc1CNn1cnnc1 | -13 | -8 | 0 | 7 | -3 | 0 | -0.7 | -6
Cc1cc2c(c(=O)n1CC1CCCO1)C(c1ccc3c(c1)OCO3)C(C#N)=C(N)O2 (stereo not drawn) | 1 | 1 | -6 | 12 | -1 | -6 | 1.2 | -12
Cc1nnc(SCC(=O)NNC(=O)c2ccc(Cl)cc2)s1 | 7 | -5 | -6 | -1 | -1 | -5 | 1.0 | -9
CCN(CC)CCNC(=O)c1ccc(NC(=O)c2ccc(COc3ccccc3)cc2)cc1 | -3 | 3 | -6 | 7 | -2 | -9 | -2.0 | 6
CCN(CC)CCn1c(NCc2cccc(OC)c2OC)nc2ccccc21 | 3 | -24 | -10 | 17 | 1 | -8 | 1.2 | -5
CSCCC(NS(=O)(=O)c1ccc(C)c(C(=O)O)c1)C(=O)O (stereo not drawn) | 8 | 12 | -4 | 2 | -1 | -7 | -1.1 | 1
CC(CCC(C)C(C)(C)C)[C@@H]1CC[C@H]2C3C[C@H](OS(O)(=S)=S)[C@H]4C[C@H](OS(O)(=S)=S)[C@@H](OS(O)(=S)=S)C[C@]4(C)[C@H]3CC[C@]12C (stereo partly drawn) (tested in a mixture with another compound) | 8&-1 | -2&10 | 84* | 1 | -416 | 81* | -12 | -54
